Source: PubChem BioAssay (several laboratories)
Bim-Bcl-2: disrupts Bim peptide binding to human Bcl-2; P10415; Bead-based flow cytometry, Bim peptide-Bcl-2 binding; inhibition, % at 10 µM; 0.06% of 190,000 active; in the data active = inhibition above about 40%; inconclusive = no clear call, values can overlap the other calls;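 also: 0% = no compound wells with probe peptide and 100% = reference peptide inhibitor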
Target sequence (P10415 whole entry, looked up): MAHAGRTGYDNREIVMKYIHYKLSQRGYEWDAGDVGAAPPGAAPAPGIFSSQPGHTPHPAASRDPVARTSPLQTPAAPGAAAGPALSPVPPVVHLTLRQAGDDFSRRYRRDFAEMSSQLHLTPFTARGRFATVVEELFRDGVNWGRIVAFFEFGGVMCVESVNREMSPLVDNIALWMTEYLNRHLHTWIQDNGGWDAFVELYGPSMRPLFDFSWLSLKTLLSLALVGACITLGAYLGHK
Mcl-1 Bim block: disrupts Bim peptide binding to human Mcl-1; Bead-based flow cytometry, Bim peptide-Mcl-1 binding; 0.1% of 190,000 active; inhibition, % at 10 µM; Q07820;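 also: 0% = no compound tracer wells and 100% = peptide blocker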
Bcl-XL Bim block: inhibitors of Bim-Bcl-XL interaction, human. Q07817. Bim peptide-Bcl-XL binding, bead flow cytometry, fluorescence. inhibition, % at 10 µM. 0.04% of 190,000 active. AID 1007
Target sequence (Q07817 whole entry, looked up): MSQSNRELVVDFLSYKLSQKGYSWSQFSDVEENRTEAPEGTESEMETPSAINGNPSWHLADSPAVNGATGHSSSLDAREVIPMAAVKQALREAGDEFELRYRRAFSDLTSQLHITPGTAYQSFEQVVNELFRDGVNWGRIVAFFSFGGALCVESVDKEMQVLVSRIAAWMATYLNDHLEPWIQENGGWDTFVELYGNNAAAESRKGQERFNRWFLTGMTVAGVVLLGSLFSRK
Bim-Bcl-W: human Bim-Bcl-W interaction inhibition; bead-based flow cytometry, Bim peptide-Bcl-W binding; inhibition, % at 10 µM; AID 952; 0.02% of 190,000 active;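 also: 0% = bound tracer without compound and 100% = peptide blocker; higher means less fluorescent Bim peptide bound to Bcl-W beads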
RGS4-Gao reg: modulates binding of RGS4 to human Galphao. Multiplexed bead flow cytometry; actives lie on both sides. binding response (% of control), % at 10 µM. 0.33% of 220,000 active. AID 1415; in the data active = binding response below about 49% or above about 150%; inactive = in between;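 also: fluorescent Galphao activated with aluminum fluoride binding bead-coupled RGS4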
Target sequence (P09471 whole entry, looked up): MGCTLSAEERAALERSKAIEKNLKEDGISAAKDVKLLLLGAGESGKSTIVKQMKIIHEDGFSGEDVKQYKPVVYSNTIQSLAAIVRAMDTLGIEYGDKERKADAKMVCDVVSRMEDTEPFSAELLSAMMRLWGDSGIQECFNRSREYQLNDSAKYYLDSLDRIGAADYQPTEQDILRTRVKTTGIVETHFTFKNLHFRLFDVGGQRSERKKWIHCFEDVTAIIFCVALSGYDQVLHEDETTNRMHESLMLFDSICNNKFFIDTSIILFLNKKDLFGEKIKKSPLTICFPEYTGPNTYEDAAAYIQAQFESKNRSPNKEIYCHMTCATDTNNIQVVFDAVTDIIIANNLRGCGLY
Mcl1-Bid inh: disrupts binding of human Mcl-1 to Bid peptide; Q07820; 0.97% of 220,000 active; inhibition, % at 21.7 µM; TR-FRET Mcl-1/Bid-Dy647 peptide binding, 1536-well;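 active = compounds that cut the binding signal by more than half at the single screening dose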;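 also: His-tagged Mcl-1 with europium anti-His antibody binding Bid BH3 peptide; 0% = Mcl-1 plus peptide wells and 100% = peptide-only wells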
RGS7-Gao: regulators of human RGS7-Galphao interaction; P09471; Multiplexed bead flow cytometry, RGS7-Galphao binding; actives lie on both sides; binding response (% of control), % at 10 µM; 0.35% of 220,000 active; AID 1439; in the data active = binding response below about 49% or above about 150%; inconclusive = no clear call, values can overlap the other calls; inactive = in between;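 also: fluorescent Galphao held in activated GDP-AlF4 state binding bead-coupled RGS7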
Bim-Bcl-B: human Bim-Bcl-B interaction inhibition; bead-based flow cytometry, Bim peptide-Bcl-B binding; inhibition, % at 10 µM; 0.073% of 190,000 active;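 also: 0% = tracer peptide without compound and 100% = reference inhibitor peptide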
Target sequence (Q9HD36 whole entry, looked up): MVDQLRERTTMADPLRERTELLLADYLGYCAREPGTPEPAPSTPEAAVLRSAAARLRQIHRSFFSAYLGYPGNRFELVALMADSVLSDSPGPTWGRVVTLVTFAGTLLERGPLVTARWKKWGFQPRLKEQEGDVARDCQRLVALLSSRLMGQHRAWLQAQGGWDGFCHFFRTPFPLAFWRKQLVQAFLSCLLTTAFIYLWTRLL
RGS8-Gao: human RGS8-Galphao interaction regulation. P09471. multiplexed bead flow cytometry, RGS8-Galphao binding; actives lie on both sides. response (percent of control binding), % at 10 µM. 0.34% of 220,000 active. AID 1423; in the data active = response below about 60% or above about 140%; inactive = in between;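 also: Galphao activated as the GDP aluminium fluoride complex binding bead-coupled RGS8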
Bfl-1 Bim block: inhibitors of Bim-Bfl-1 interaction, human. Bead-based flow cytometry, Bim-Bfl-1 binding inhibition. inhibition, % at 10 µM. 0.12% of 190,000 active. Q16548;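 also: 0% = wells without compound plus tracer and 100% = blocker peptide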
Mcl1 Noxa PPI: Mcl-1/Noxa interaction inhibition. TR-FRET Mcl-1/Noxa peptide binding, 2 h. AID 1022. inhibition, % at 21.7 µM. 1.5% of 220,000 active. Q07820;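 active = compounds that cut the protein-peptide binding signal by more than 50% relative to plate controls in a single-dose test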;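 also: His-tagged Mcl-1 with rhodamine Noxa BH3 peptide and terbium anti-His antibody; 0% = Mcl-1 plus Noxa peptide wells and 100% = peptide-only wells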
* hit, by the source's call; ? = inconclusive; . = not tested or not shown. Rule as the data show it, unless noted: active = inhibition above about 40%.

SMILES	Bim-Bcl-2	Mcl-1 Bim block	Bcl-XL Bim block	Bim-Bcl-W	RGS4-Gao reg	Mcl1-Bid inh	RGS7-Gao	Bim-Bcl-B	RGS8-Gao	Bfl-1 Bim block	Mcl1 Noxa PPI
COC(=O)[C@@H](NC(=O)Nc1ccc(C(C)=O)cc1)C(C)C	0	4	-1	0	99	-4	96	0	100	-3	-7
O=C(NCCCN1CCOCC1)C(=O)N/N=C/c1cccc2ccccc12	.	.	.	.	91	-3	?	.	93	.	2
O=C(CSc1nc2cccnc2n1Cc1ccccc1)N1CCCC1	0	1	-1	3	102	-30	103	0	103	-2	-3
O=C(Nc1ccccc1)Nc1nnc(SCc2ccc(Cl)cc2)s1	-4	-1	-1	-5	104	4	102	-5	104	-3	16
CCN(c1ccccc1)S(=O)(=O)c1ccc(F)cc1C	-2	0	0	0	97	-3	98	1	98	0	-4
CCC(C)c1ccc(NC(=O)C/C(C)=N/NC(=O)c2cnccn2)cc1 (centres undefined)	1	0	-1	0	103	-9	102	1	97	0	13
CC(C)(C)c1ccccc1NC(=O)c1ccc2c(c1)SC1=NS(=O)(=O)CCN12	.	.	.	.	104	-13	?	.	99	.	0
C/C(=N\OC(=O)c1ccccc1F)c1nccs1	0	0	1	2	96	-7	96	-3	102	0	14
COCCn1nnnc1C(c1ccccn1)N1CCN(c2cc(C)ccc2C)CC1 (centres undefined)	-6	-3	-2	0	93	50	94	-9	97	-13	31
COc1ccc(Oc2coc3c(CN4CCOCC4)c(O)ccc3c2=O)cc1	2	0	0	1	114	-31	107	-2	111	0	7
Cc1ccc(C(=O)COc2ccccc2C(=O)Nc2ccccc2)cc1	0	-4	-12	7	101	-10	104	-7	101	-6	-37
COc1ccccc1CNC(=O)c1ccc(OCc2c(C)noc2C)c(OC)c1	0	0	-3	0	102	8	103	-3	104	0	6
O=C(CCn1c(=O)c2ccccc2n(Cc2ccccc2)c1=O)NC1CCN(Cc2ccccc2)CC1	.	.	.	.	105	-24	?	.	100	.	17
OC(C#CCN1CCOCC1)c1cccs1 (centres undefined)	0	-4	-6	-5	103	-16	103	0	104	8	4
C#C[C@]1(O)CC[C@H]2[C@@H]3CCc4cc(OC5CCCC5)ccc4[C@H]3CC[C@@]21C	-4	-1	-2	-5	98	35	93	-1	98	0	27
CC(=O)Nc1ccc(S(=O)(=O)Nc2nc3ccccc3nc2Nc2ccc(S(N)(=O)=O)cc2)cc1	-6	0	-5	-2	96	21	93	-8	96	-8	26
Cc1ccc2nc(NC(=O)C3CCCN3C(=O)OC(C)(C)C)sc2c1 (centres undefined)	-4	-2	-4	-4	92	-10	94	-9	95	-10	17
CC(C)CC(C(=O)N1CCc2ccccc2C1)N1C(=O)c2ccccc2C1=O (centres undefined)	-2	-1	1	-1	106	-25	107	-3	103	-2	11
CC(C)CC1=NN2C(=N)/C(=C\c3coc4ccccc4c3=O)C(=O)N=C2S1	2	0	1	0	95	-21	90	1	92	7	6
Cc1ccc(/C(C#N)=C\c2cn(C)c3ccccc23)cc1	-8	-2	-8	2	94	-4	96	-9	99	-12	9
O=C(Nc1ccccc1)c1nnn(Cc2ccccc2)c1NC(=O)C(F)(F)F	-8	-3	-7	0	100	22	100	-12	101	-18	9
O=C1CCC(=O)N1CC(O)COc1ccccc1 (centres undefined)	.	.	.	.	100	-3	?	.	101	.	-5
CSc1ccccc1-c1n[nH]c(=S)o1	-8	-8	-6	-5	100	-21	100	-13	100	2	31
Cc1ccc(S(=O)(=O)N2C=CC(C(F)(F)F)=NCC2)cc1	-5	-3	1	0	102	-4	100	0	101	-2	19
CCCOc1ccc(C2=NNC(=O)CC2)cc1	6	6	10	8	96	-14	100	9	110	6	-6
CCOC(=O)c1cccc(NC(=O)COC)c1	-3	2	0	4	103	-29	98	-3	103	-7	3
S=C(NCc1ccco1)N1CCN(Cc2ccco2)CC1	-1	0	-1	0	108	37	112	-3	108	0	-7
CN1CCN(CC(=O)Nc2cc(N3CCOCC3)ccc2[N+](=O)[O-])CC1	-9	-2	-4	0	90	-20	96	-4	98	-12	8
CCOC(=O)c1cc(NC(=O)NCc2ccco2)c(C)nc1C	-1	0	0	0	96	-13	101	-2	100	-1	7
N#C/C(=C\c1ccc(Cl)s1)C(=O)N1CCN(c2ccccc2)CC1	0	0	-2	-2	102	-38	103	-2	100	0	11
CCc1c(C)nc2c(OC)cccc2c1Cl	-3	-7	0	-6	102	-29	100	-2	98	-6	-2
O=C(Nc1ccc2snnc2c1)N1CCOCC1	-3	0	-1	0	104	-29	115	-1	108	0	3
COC(=O)c1cc(OC)c(OC)cc1NC(=S)N1CCCCC1	1	1	2	1	98	-42	102	4	105	-1	7
CCC(C)/C=C/C1=CC2=C(Cl)C(=O)C3(C)OC(=O)C(C(=O)C(C)C(C)O)C3C2=CO1 (centres undefined)	-2	-5	-6	-9	101	-23	99	-3	102	0	-11
Cc1cc(C=O)c(C)n1-c1ccc(Oc2ccc([N+](=O)[O-])cn2)cc1	-4	-7	-9	-7	105	-44	104	-7	111	-6	5
COc1ccc(S(=O)(=O)N2CCC(C(=O)N3CCC(C(N)=O)CC3)CC2)cc1Cl	-8	-3	-3	-4	103	-1	105	-3	103	-7	14
CCCN(C(=O)Cn1ncc2c(=O)oc3ccccc3c21)c1cccc(C)c1	-2	-2	-5	3	98	-3	102	-1	99	-3	-5
CCCCN(CC)Cc1ccc(CNC(=S)Nc2cccc(F)c2)o1	-2	-5	-5	-4	100	-11	97	-20	101	-6	21
CSc1sc(-c2ccnc(=S)[nH]2)c(-c2ccccc2)c1C#N	.	.	.	.	94	-239	?	.	92	.	-32
CC(=O)Oc1ccc2cc(-c3ccccc3)c(=O)oc2c1	.	.	.	.	111	13	?	.	105	.	18
CCCn1ncc(CN2CCN(Cc3ccc(C)o3)C(CCO)C2)c1C (centres undefined)	.	.	.	.	100	-80	?	.	98	.	-18
O=S(=O)(Nc1ccc(-n2cnnn2)cc1)c1ccc(F)c(F)c1F	.	.	.	.	91	2	?	.	97	.	5
COc1ccc(CCNC(=O)c2cn3ccc(C)cc3n2)cc1OC	2	-2	-2	-1	107	-9	107	0	113	2	4
COc1ccc(N2CCN(C(=O)c3cn(C4CCCC4)c(=O)c4c3c3ccccc3n4C)CC2)cc1	-6	-2	-12	2	101	6	99	-6	96	-8	-3
Cc1csc(N(C(=O)Cc2ccccc2F)c2ccccc2)n1	-7	-6	-8	-6	100	-12	96	-7	100	-16	3
CCCn1c(=N)n(CC(O)c2ccc(C)cc2)c2ccccc21 (centres undefined)	.	.	.	.	116	-24	?	.	105	.	-10
CCCc1[nH]nc2c1C(c1ccncc1)C(C#N)=C(N)O2 (centres undefined)	-7	-3	-7	-5	100	-21	96	-9	99	-17	3
Cn1c(N)c(C(=O)COC(=O)C23CC4CC(CC(C4)C2)C3)c(=O)n(C)c1=O	-7	-2	-5	0	101	6	99	-7	100	-11	14
CN(C)S(=O)(=O)c1ccc2c(c1)nc(CCC(=O)NCC1CCCCC1)n2C	-9	1	-12	0	103	-41	101	-8	100	-11	12
O=C(NCCc1c[nH]c2ccccc12)/C(=C/c1cccnc1)NC(=O)c1cccs1	1	1	3	3	102	-74	97	-1	102	-1	22

One compound at a time (already shown).
COc1ccc(N2CCN(C(=O)c3cn(C4CCCC4)c(=O)c4c3c3ccccc3n4C)CC2)cc1 as listed: Bim-Bcl-2: -6; Mcl-1 Bim block: -2; Bcl-XL Bim block: -12; Bim-Bcl-W: 2; RGS4-Gao reg: 101; Mcl1-Bid inh: 6; RGS7-Gao: 99; Bim-Bcl-B: -6; RGS8-Gao: 96; Bfl-1 Bim block: -8; Mcl1 Noxa PPI: -3
O=S(=O)(Nc1ccc(-n2cnnn2)cc1)c1ccc(F)c(F)c1F as listed: Bim-Bcl-2: .; Mcl-1 Bim block: .; Bcl-XL Bim block: .; Bim-Bcl-W: .; RGS4-Gao reg: 91; Mcl1-Bid inh: 2; RGS7-Gao: ?; Bim-Bcl-B: .; RGS8-Gao: 97; Bfl-1 Bim block: .; Mcl1 Noxa PPI: 5

(list continues)
SMILES	Bim-Bcl-2	Mcl-1 Bim block	Bcl-XL Bim block	Bim-Bcl-W	RGS4-Gao reg	Mcl1-Bid inh	RGS7-Gao	Bim-Bcl-B	RGS8-Gao	Bfl-1 Bim block	Mcl1 Noxa PPI
Cc1ccc(SCCCCN2CCNCC2)cc1	0	-2	-5	-3	94	8	88	-4	94	0	20
Cc1nn(-c2ccccc2)c(Cl)c1C(=O)Nc1ccccc1	0	0	-1	0	100	-6	104	0	102	-2	-10
CCCSc1nnc2c(n1)OC(c1cccn1C)N(C(C)=O)c1ccccc1-2 (centres undefined)	-14	-2	-9	-4	104	-2	103	-13	105	-19	22
CC(=O)c1c(C)nc2ccccn12	-5	-1	-3	3	105	-19	102	-3	102	-8	10
O=C(Nc1cnn(Cc2ccc(Cl)c(Cl)c2)c1)c1nc2ncccn2n1	-8	-3	-4	-1	94	-31	100	-4	98	-11	18
O=C(Nc1cccc(Cl)c1)N1CCCC1	-1	2	0	-3	98	-8	95	0	102	-7	3
O=C(Nc1nnc(COc2ccc(Cl)cc2)s1)c1ccc([N+](=O)[O-])cc1	0	3	2	1	101	16	101	-7	101	-6	25
COc1ccc(N(C)C(=O)c2ccc3nc(-c4ccccc4)c(-c4ccccc4)nc3c2)cc1	-4	-2	0	-4	112	-32	111	-3	107	1	-15
CC1CCCC(C)N1/N=C/c1cc(Br)c(O)c(Br)c1 (centres undefined)	-4	-6	-12	-6	92	-33	95	-10	95	0	7
CCN(CC)CCOC(=O)c1c(C)oc2ccc(OC)cc12	-4	0	2	2	101	7	98	1	102	0	25
Cc1c(NC(=O)c2ccc(N3CCCC3)c([N+](=O)[O-])c2)cccc1-c1nc2ccccc2s1	-2	0	-1	1	103	-2	99	0	102	0	13
Cc1cc(NC(=O)Nc2ccc(F)cc2F)n(C)n1	-6	0	0	-2	100	-19	101	-2	98	-5	7
Clc1ccc(CN(Cc2ccccc2)C(c2cccs2)c2nnnn2C2CCCC2)cc1 (centres undefined)	-2	0	0	-2	96	-12	96	1	94	0	9
COc1cc(CCC(=O)Nc2cc(Cl)ccc2N2CCN(C)CC2)cc(OC)c1OC	-5	-2	-5	0	108	-14	107	-5	112	-12	43
COC(=O)c1ccc(CSCC(=O)Nc2ccccc2)cc1	-2	-1	-2	-2	105	2	106	-7	102	-7	0
COc1ccc(C(CC(=O)O)NC(=O)c2cccs2)cc1 (centres undefined)	-8	34	-11	-2	104	-6	98	-5	103	-13	11
CC(=O)N1N=C(c2ccco2)CC1c1cc2ccc(C)cc2nc1Cl (centres undefined)	.	.	.	.	103	-18	?	.	99	.	29
O=C(O)c1cccc(NC(=O)C2C3C=CC(C3)C2C(=O)OCC(F)(F)C(F)F)c1 (centres undefined)	-8	-7	-17	-3	99	-5	96	-10	98	-15	.
CC1CN(C2=NC(=O)/C(=C3/C(=O)N(Cc4ccc(F)cc4)c4ccccc43)S2)CC(C)O1 (centres undefined)	.	.	.	.	103	-23	?	.	96	.	3
CCOC(=O)Cn1cc(C(=O)C(C)(C)C)c2ccccc21	-1	0	1	0	103	3	102	0	104	-3	-8
COc1ccc(NC(=O)COC(=O)CNS(=O)(=O)c2ccccc2)cc1OC	-1	1	0	0	99	-14	102	0	102	-1	9
